# PglD DTNB: C. jejuni PglD acetyltransferase inhibitors, primary screen, biochemical, DTNB colorimetric, single point; UDP-N-acetylbacillosamine N-acetyltransferase PglD (Campylobacter jejuni); purified PglD enzyme, DTNB colorimetric CoA detection; inhibition, % at 12.5 µM; actives 0.098% (n = 360,000); in the data active means inhibition above about 16%, passing the limit was not always enough; further: strong numbers were not always called active
# E-selectin induc: E-selectin induction in HUVECs, primary screen, imaging, HUVEC, immunofluorescence imaging, single point | P16581 | normalized: neutral wells 0, TNF-alpha wells 100 | activation, % at 7.58 µM | actives 0.37% (n = 260,000) | AID 686992, 2013;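 active means mean E-selectin-positive cell signal at least 10% of the positive control, reached in at least 60% of replicates, without over 20% cell loss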;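 further: in these data hits start at about 27%; measured in HUVEC primary endothelial cells; signal is the percent of cells scored E-selectin positive by PE staining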
# Target sequence (P16581 whole entry, looked up): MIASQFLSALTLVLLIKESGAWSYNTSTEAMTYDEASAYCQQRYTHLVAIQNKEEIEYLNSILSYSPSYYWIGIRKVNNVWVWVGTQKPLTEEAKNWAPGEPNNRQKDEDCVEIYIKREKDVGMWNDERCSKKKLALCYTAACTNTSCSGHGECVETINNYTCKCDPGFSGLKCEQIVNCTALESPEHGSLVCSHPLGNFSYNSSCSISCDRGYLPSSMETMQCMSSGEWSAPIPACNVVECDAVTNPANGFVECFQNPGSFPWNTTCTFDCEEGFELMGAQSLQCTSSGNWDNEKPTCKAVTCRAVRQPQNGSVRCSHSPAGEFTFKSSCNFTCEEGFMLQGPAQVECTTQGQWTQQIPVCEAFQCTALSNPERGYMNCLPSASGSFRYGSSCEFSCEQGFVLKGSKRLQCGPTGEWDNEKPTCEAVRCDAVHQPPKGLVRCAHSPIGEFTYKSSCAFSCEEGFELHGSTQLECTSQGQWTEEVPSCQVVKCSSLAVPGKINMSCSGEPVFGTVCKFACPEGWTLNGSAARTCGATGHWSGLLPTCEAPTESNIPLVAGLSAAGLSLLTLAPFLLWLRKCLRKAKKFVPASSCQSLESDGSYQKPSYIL
#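 System: HUVEC, human umbilical vein endothelial cells; quantity: 3,000 cells/well; buffer or medium: EGM-2 medium, gelatin-coated wells; dosing: single-point compound dose; detection: immunofluorescence imaging; evaluation: % PE-positive cells; benchmarks: TNF-alpha, DMSO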
# Statin myotox sup: suppressors of statin myotoxicity in C2C12 myotubes, primary screen, cell-based, single point, plate reader; C2C12 myotubes + simvastatin, ATP luminescence, 48 h; scaled: DMSO 0, geranylgeraniol control 100; rescue of ATP level, % at 7.49 µM; actives 0.78% (n = 330,000); AID 602340, 2012;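 active means mean ATP rescue above about 67%, or every replicate alone reaching that limit, limit read from the data, passing the limit was not always enough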;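 further: myotubes were challenged with 10 µM simvastatin during compound exposure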
# * hit, by the source's call; · = no result given. These rows are one share of the data. The share of hits here may be higher or lower than overall.
SMILES,PglD DTNB,E-selectin induc,Statin myotox sup
Cc1cccc(N2C(=O)/C(=C/c3ccc(CN(CCC#N)S(C)(=O)=O)o3)C(=O)NC2=S)c1,·,·,-10
CCN(CC)C(=O)c1ccc(N2C(=O)C3CC=C(Cl)CC3C2=O)cc1 (configuration not stated),·,·,-5
O=C(C1CCN(c2nc3ccc(Br)cc3s2)CC1)N1CCC2(CC1)OCCO2,·,·,8
CCN1CCN(C(=O)COc2ccc(S(=O)(=O)N(C)Cc3ccccc3)cc2)CC1,·,·,-40
COCc1c(CN)cnc(C)c1N,·,·,2
CCOP(=O)(OCC)C1(O)C(=O)Nc2ccc(Br)cc21 (configuration not stated),·,·,2
CCCCn1c(O)c(C=NCCCn2ccnc2)c(=O)[nH]c1=O,·,·,0
CCn1nc(-c2ccccc2)nc2c(=O)n(C)c(=O)nc1-2,·,·,0
CCOC(=O)C1=C(C)N(C)C2(C)CC1c1ccccc1O2 (configuration not stated),·,·,8
CCOc1ccc(N2C(=O)/C(=C/c3ccco3)C(=O)NC2=S)cc1,·,·,-1
COc1ccc(OC)c(CN2CCN(C(=O)COc3cccc(C)c3)CC2)c1,·,·,6
O=C(CCCC1=NS(=O)(=O)c2ccccc2N1)N1CCC2(CC1)OCCO2,·,·,-6
CN(C)CC#CCOCCOCCC#N,·,·,6
O=C1c2ccccc2C(=O)N1Cc1nc2ccccc2c(=O)n1-c1cccnc1,·,·,-3
CC1CN(CCc2ccccc2)CC(C)O1 (configuration not stated),·,·,4
Cc1cc(NC(=O)COC(=O)c2c(C)nn(Cc3ccccc3Cl)c2C)no1,·,·,14
CCOC(=O)C1=C(C)OC(N)=C(C#N)C12C(=O)N(C)c1ccccc12 (configuration not stated),·,·,6
Cc1ccc(OCC(=O)NCCN2CCN(C(=O)COc3ccc(C)cc3)CC2)cc1,·,·,2
Cc1c2cnn(CC(=O)N3CCC4(CC3)OCCO4)c(=O)c2c(C)n1Cc1ccccc1,·,·,7
CC(C)Oc1cccc(NC(=O)c2cccn(Cc3ccc4c(c3)OC(F)(F)O4)c2=O)c1,·,·,2
CCn1cc(C(=O)c2ccccc2)c2ccccc21,·,·,-9
O=C1NC(=S)NC(=O)C12C(c1ccc(F)cc1)NC(=S)NC2c1ccc(F)cc1 (configuration not stated),·,·,-3
Cn1c(O)c(C=NC2C(=O)C3(C)CCC2C3(C)C)c(=O)n(C)c1=O (configuration not stated),·,·,7
CCCCn1c(O)c(C(C)=NCC2CCCO2)c(=O)[nH]c1=O (configuration not stated),-2,·,·
CCC(C)N1C(=O)NC(=O)C2(Cc3c(ccc4ccccc34)N(C)C2)C1=O (configuration not stated),2,·,·
# Next part
SMILES,PglD DTNB,E-selectin induc,Statin myotox sup
CCn1c(O)c(/C(C)=N/N2CCCCC2c2cccnc2)c(=O)[nH]c1=S (configuration not stated),6,·,·
O=c1[nH]c(=O)n(Cc2ccccc2)c(O)c1C=NCCCn1ccnc1,-1,·,·
CC(=NCCN1CCCCC1)c1c(O)[nH]c(=O)[nH]c1=O,-2,·,·
CCOC(=O)[C@]1(C#N)[C@@H]2C=CC(C(C)=O)=CN2[C@@H](C(N)=O)[C@@H]1c1ccsc1,-1,·,·
c1cc2c(cc1CCNC1CCCCCC1)OCO2,1,·,·
CCOP(=O)(OCC)C(NC(=O)C(C)C)C(Cl)(Cl)Cl (configuration not stated),5,·,·
O=C(CSc1ccccc1)N1CCC2(CC1)OCCO2,6,·,·
CCN(CCNc1ccc([N+](=O)[O-])c2cccnc12)S(=O)(=O)c1ccccc1,4,·,·
O=C(Cn1cnc2sc3c(c2c1=O)CCCC3)NCCCC(=O)N1CCC2(CC1)OCCO2,-2,·,·
CP(C)(=O)CCC(=O)O,-1,·,·
C=CCn1c(O)c(C(C)=Nc2ccc(N(C)C)cc2)c(=O)[nH]c1=O,-5,·,·
COc1ccc(-c2nc3ccccc3n2OC(=O)N(C)C)cc1,-3,·,·
CCCCn1c(O)c(C(CC)=NCCc2ccccc2)c(=O)[nH]c1=O,-8,·,·
Cn1c2ccccc2c2c(C(=O)N3CCC4(CC3)OCCO4)cn(C3CCCC3)c(=O)c21,-6,·,·
CC(=O)OC1N=C(c2ccc(Cl)cc2)c2cc(Br)ccc2NC1=O (configuration not stated),-3,·,·
COc1ccc(OCC(=O)Nc2ccc(Cl)cc2C(=O)c2ccccc2)cc1,-3,·,·
NC(=O)Nc1ccc(C(=O)OCC(=O)Nc2ccc(Cl)cc2C(=O)c2ccccc2)cc1,-1,·,·
CCCCc1nc2ccccc2c(=O)n1-c1ccccc1O,-11,·,·
CC(O)(CS(=O)(=O)c1ccccc1)C(=O)Nc1ccc(C(F)(F)F)cc1 (configuration not stated),4,·,·
CC(C)(C)N1Cc2ccccc2C1=N,-1,·,·
NC(=O)CSc1nnc([C@@H](N)Cc2c[nH]c3ccccc23)o1,2,·,·
CCCCNc1ccncc1S(=O)(=O)NC(=O)NC(C)C,-2,·,·
O=C(COC(=O)Cc1ccccc1)NC12CC3CC(CC(C3)C1)C2,-23,·,·
CC(=O)c1ccc2c(c1)C1C(Cl)C(Sc3ccccc3[N+](=O)[O-])CC1C(c1ccccc1)N2 (configuration not stated),-2,·,·
COc1ccc(CCNC(=O)COC(=O)Cc2ccccc2)cc1,1,·,·
# Next part
SMILES,PglD DTNB,E-selectin induc,Statin myotox sup
COC(=O)C1C2c3ccccc3OC1(C)N=c1s/c(=C/c3cnn(C)c3)c(=O)n12 (configuration not stated),-1,·,·
CNC(C(=O)c1ccccc1)C(OC)c1ccccc1 (configuration not stated),0,·,·
CCOc1cc(C=C2C(=O)NC(=O)NC2=O)ccc1OCC(=O)N1CCOCC1,-2,·,·
CN1C(=O)C(=Cc2ccc(OCC(=O)Nc3ccccc3)cc2)C(=O)N(C)C1=O,4,·,·
Brc1ccc2c(c1)C(OC1CN3CCC1CC3)c1ccccc1CS2 (configuration not stated),2,·,·
COc1ccc(C(=O)CC2(CC(=O)c3ccc(OC)cc3)C(=O)N(C)C(=O)N(C)C2=O)cc1,2,·,·
C=C(C)c1cccc(C(C)(C)NC(=O)NC2CN3CCC2CC3)c1 (configuration not stated),0,·,·
O=C1C2CCCN2C(c2cccnc2)N1c1ccc(Cl)cc1 (configuration not stated),-2,·,·
Fc1cccc(CCNCc2ccccn2)c1,-9,·,·
O=C(COc1ccc2ccccc2c1)N1CCN(CC2CC3C=CC2C3)CC1 (configuration not stated),0,·,·
CCOC(=O)c1c(-c2ccc(OC)cc2)oc2ccc(OC(=O)N(C)C)cc12,8,·,·
CC(=O)N1CCN(c2ccc([N+](=O)[O-])cc2C=C2C(=O)NC(=O)NC2=O)CC1,-12,·,·
O=C(Nc1cccc(OC(=O)N2CCOCC2)c1)N1CCOCC1,0,·,·
COCCOC(=O)C1=C(C)OC(N)=C(C(=O)OC)C12C(=O)Nc1ccccc12 (configuration not stated),2,·,·
COCCn1c(-c2ccccc2)cc(C(=O)O)c1C,-17,·,·
Clc1ccccc1CN1CCN(c2cccc3[nH]ccc23)CC1,4,·,·
O=C(COc1ccccc1)Nc1ccc(Cl)cc1C(=O)c1ccccc1,2,·,·
C/C(CCc1c[nH]c2ccccc12)=N\O,7,·,·
COc1ccccc1N1C(=O)NC(=O)C2(Cc3cc(C)ccc3N(C)C2)C1=O (configuration not stated),-1,·,·
CN1CCN(Cc2ccccc2Sc2ccccc2)CC1,-2,·,·
COc1ccc(C(=O)C(C)(C)NO)cc1,1,·,·
CCOc1ccc(Cc2c(O)[nH]c(=O)[nH]c2=O)cc1,8,·,·
CN(C)CCN=Cc1c(O)n(CCC2=CCCCC2)c(=O)[nH]c1=O,0,·,·
O=C(CNC(=O)OCc1ccccc1)Nc1ccc(Br)cc1C(=O)c1ccccc1,3,·,·
CC1CCC(C(=O)NC(C(=O)N2CCC3(CC2)OCCO3)C(C)C)CC1 (configuration not stated),4,·,·

# Some of the entries above in a different format.
# Sequence of screens – PglD DTNB	E-selectin induc	Statin myotox sup
C=C(C)c1cccc(C(C)(C)NC(=O)NC2CN3CCC2CC3)c1 (configuration not stated)
    0	·	·
O=C1C2CCCN2C(c2cccnc2)N1c1ccc(Cl)cc1 (configuration not stated)
    -2	·	·
Fc1cccc(CCNCc2ccccn2)c1
    -9	·	·
O=C(COc1ccc2ccccc2c1)N1CCN(CC2CC3C=CC2C3)CC1 (configuration not stated)
    0	·	·

# Further entries:
SMILES,PglD DTNB,E-selectin induc,Statin myotox sup
COc1ccc(C2C(C(=O)N3CCC4(CC3)OCCO4)c3cc(OC)c(OC)cc3C(=O)N2C)cc1 (configuration not stated),3,·,·
c1ccc2c(CNC3CCCCCC3)c[nH]c2c1,-1,·,·
Cc1ccc(Cn2nnnc2CN2CCC(n3nnc4cc(C)ccc43)CC2)cc1,·,-1.1,·
CN1c2ccccc2Oc2ccccc21,·,-0.1,·
Cc1ccc(-c2nn(Cc3ccccc3)cc2C=O)cc1,·,-0.6,·
CC(C)N(CC#CCC1(O)c2ccccc2-c2ccccc21)C(C)C,·,-0.7,·
CC(=O)Nc1ccccc1C(=O)OCC(=O)c1ccc2c(c1)OCCO2,·,4.4,·
Cc1nc2c(-c3ccc(F)cc3)c(C)nn2c(C)c1CCC(=O)N1CCC2(CC1)OCCO2,·,-1.3,·
Cn1c(O)c(/C=C/C=Nc2ccccc2)c(=O)n(C)c1=O,·,-0.8,·
CN(C)S(=O)(=O)c1cc(NC(=O)COC(=O)Cc2ccccc2)ccc1Cl,·,2.4,·
C=CCn1c(O)c(/C=N/N2CCCCC2c2cccnc2)c(=O)[nH]c1=S (configuration not stated),·,-0.1,·
O=C(c1ccc2c(c1)OCO2)N1CCC2(CC1)OCCO2,-4,·,-27
COC(=O)C1C2c3ccccc3OC1(C)N=c1s/c(=C/c3cnn(C)c3C)c(=O)n12 (configuration not stated),-6,·,24
Cc1ccc(C2SCC(=O)Nc3c2c(=O)[nH]n3C2CCOC(C)(C)C2)cc1 (configuration not stated),3,·,2
Cc1[nH]c2ccccc2c1/C=N/O,0,·,2
COc1ccc(OC)c(CC(=O)O)c1,6,·,28
CCOC(=O)c1c(-n2c(C)cc(/C=C3\C(=O)NC(=O)N(C)C3=O)c2C)sc2c1CCCC2,0,·,5
CCCS(=O)(=O)N1CCC(C(=O)N2CCC3(CC2)OCCO3)CC1,-3,·,-4
CCOc1ccccc1-n1c(O)c(C=NCc2ccc3c(c2)OCO3)c(=O)[nH]c1=O,3,·,-4
CN1C(=O)C(C2(C#N)CCCCC2)C(=O)N(C)C1=O,-8,·,-12
CCC(COC(=O)NC)NC(=O)Oc1cccc(C)c1 (configuration not stated),0,·,-8
Cc1ccc(-n2nc(C)cc2NC(=O)COc2cc(C)cc3oc(=O)c4c(c23)CCC4)cc1,-6,·,21
Cc1ccc(S(=O)(=O)NCC2CCC(C(=O)N3CCC4(CC3)OCCO4)CC2)cc1 (configuration not stated),-8,·,-1
CCCCCCN=Cc1c(O)n(C)c(=O)n(C)c1=O,9,·,-1
Cc1ccc2nc3c(cc2c1)CC1(C(=O)N(C)C(=O)N(C)C1=O)C1CCCCN31 (configuration not stated),-4,·,7

# 7 records drawn at random from the list so far:
SMILES,PglD DTNB,E-selectin induc,Statin myotox sup
CCOc1ccccc1-n1c(O)c(C=NCc2ccc3c(c2)OCO3)c(=O)[nH]c1=O,3,·,-4
Cc1[nH]c2ccccc2c1/C=N/O,0,·,2
O=C(c1ccc2c(c1)OCO2)N1CCC2(CC1)OCCO2,-4,·,-27
Cc1ccc(-n2nc(C)cc2NC(=O)COc2cc(C)cc3oc(=O)c4c(c23)CCC4)cc1,-6,·,21
CCC(COC(=O)NC)NC(=O)Oc1cccc(C)c1 (configuration not stated),0,·,-8
Cc1ccc(C2SCC(=O)Nc3c2c(=O)[nH]n3C2CCOC(C)(C)C2)cc1 (configuration not stated),3,·,2
Cc1nc2c(-c3ccc(F)cc3)c(C)nn2c(C)c1CCC(=O)N1CCC2(CC1)OCCO2,·,-1.3,·

# The list continues:
SMILES,PglD DTNB,E-selectin induc,Statin myotox sup
Cc1ccc2c(c1)CNc1ccccc1O2,-2,·,5
O=c1c2ccccc2nc(-c2ccoc2)n1-c1ccccc1Cl,7,·,17
COc1ccc(C2SCC(=O)Nc3c2c(=O)[nH]n3C2CCCCCC2)cc1 (configuration not stated),-6,·,7
O=C(Nc1ccc(Cl)cc1C(=O)c1ccccc1)c1ccc(Br)o1,-2,·,2
O=C1NCN(c2ccccc2)C12CCNCC2,4,·,-10
CC(C)OC12Oc3ccccc3C=C1N1CCC2CC1 (configuration not stated),0,·,-3
CC#CP(=O)(OCC)C(O)(c1ccccc1)C(F)(F)F (configuration not stated),6,·,3
CCC(=NCc1cccnc1)c1c(O)n(C2CCCCC2)c(=O)[nH]c1=O,5,·,4
Cc1ccc(C)c(NC(=O)CSc2nnc([C@@H](N)Cc3c[nH]c4ccccc34)o2)c1,4,·,6
CNC(C)Cc1ccccc1Sc1ccc(O)cc1 (configuration not stated),-2,·,-9
Cc1nc2ccc(Cl)cn2c1P(=S)(N1CCOCC1)N1CCOCC1,-2,·,93*
CN(Cc1ccccc1)Cc1ccccc1OC(=O)N(C)C,-5,·,0
CC12CCCCC1N(O)CN2O (configuration not stated),-3,·,-2
CC(=O)NC(C)Cc1ccccc1 (configuration not stated),2,·,12
CCOC(=O)C1CN(C)CCC1=O (configuration not stated),0,·,1
OCCOCC#CCN1CCOCC1,5,·,1
COC(=O)C1=C(c2ccc(F)cc2F)C[C@@H]2CC[C@H]1N2C(=O)NC1CC1,2,·,1
